Source: PubChem BioAssay
cardiac RTF act: cardiac RTF calcium sensitivity activators, primary screen, biochemical, IANBD-TnC fluorescence, EC20 calcium. Troponin I, cardiac muscle (Homo sapiens) + Troponin T, cardiac muscle (Homo sapiens) + …. IANBD-labeled TnC RTF fluorescence at EC20 calcium; 0% EC20 calcium, 100% full calcium. activation, % at 7.2 µM. 0.24% of 340,000 active;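 active = activation above the mean over all tested compounds plus 3 SD, cut at about 30% in these data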;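 also: rise in fluorescence read as greater calcium sensitivity of cardiac thin filaments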
Rtt109 HAT inh: inhibitors of C. albicans Rtt109/Vps75 HAT, primary screen, biochemical, ThioGlo CoA-SH fluorescence, plate reader; inhibition, % at 34.9 µM; 0.16% of 330,000 active; purified Rtt109/Vps75, 4 h;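 active = inhibition of at least 50% in every replicate; inconclusive = best replicate reaches 50% inhibition but some replicates fall short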
PvdQ acylase: P. aeruginosa PvdQ acylase inhibitors, primary screen, biochemical, fluorescence, plate reader and imaging, single point; PvdQ acylase [Pseudomonas aeruginosa LESB58]; purified PvdQ acylase; inhibition, % at 10 µM; 0.063% of 340,000 active; in the data active = inhibition above about 30%, passing the limit was not always enough; inconclusive = no clear call, values can overlap the other calls;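 also: 0% = vehicle neutral wells and 100% = reference inhibitor wells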
SR-BI DiI inh: inhibitors of SR-BI mediated HDL lipid uptake, primary screen, ldlA[mSR-BI] cells, fluorescence, single point. Scavenger receptor class B member 1 (Mus musculus), Q61009. ldlA[mSR-BI] CHO cells, DiI-HDL uptake fluorescence, 3 h. inhibition, % at 12.5 µM. 0.96% of 320,000 active;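 active = mean replicate inhibition of at least 70% and a set share of replicates each scoring 70 or more; inconclusive = meets just one of the two criteria; inactive = fails both criteria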;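 also: 0% = median of neutral control wells and 100% = median of positive control wells; values of inactives mirror those of a sister screen read the other way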
dFosB act: activators of delta FosB homodimer, primary screen, biochemical, fluorescence polarization, TAMRA-CDK5 oligo, single point. purified delta FosB; percent of positive-control signal above neutral wells. AID 493131, 2011. activation, % at 25 µM. 0.99% of 340,000 active;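 active = mean activation above about 17%, with every replicate also reaching it, limit read from the data, passing the limit was not always enough; inconclusive = only one of the two conditions met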;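 also: fluorescence polarization rise as delta FosB binds a TAMRA Cdk5 AP-1 oligo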
Wnt bcat act: Wnt/beta-catenin pathway activators, primary screen, cell-based, plate reader, single point | activation, % at 9.35 µM | Wnt/beta-catenin reporter cell assay, activator | 1.2% of 300,000 active; in the data active = activation above about 30%, passing the limit was not always enough; inconclusive = no clear call, values can overlap the other calls;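 also: 0% = neutral control wells and 100% = positive control wells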
HTR5A ag: HTR5A agonists in luminescence cell assay, primary screen, counter-screen for OPRM1-OPRD1 heterodimer agonist project, full-deck HTS. 5-hydroxytryptamine receptor 5A (Homo sapiens), P47898. cell-based. activation, % at 9.3 µM. 0.61% of 340,000 active. AID 504692, 2011; in the data active = activation mostly above about 9.5%, no sharp cut-off; inactive = mostly below about 7.6%;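 also: 0% = cells with vehicle only and 100% = reference agonist; strong numbers were not always called active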
Target sequence (P47898 whole entry, looked up): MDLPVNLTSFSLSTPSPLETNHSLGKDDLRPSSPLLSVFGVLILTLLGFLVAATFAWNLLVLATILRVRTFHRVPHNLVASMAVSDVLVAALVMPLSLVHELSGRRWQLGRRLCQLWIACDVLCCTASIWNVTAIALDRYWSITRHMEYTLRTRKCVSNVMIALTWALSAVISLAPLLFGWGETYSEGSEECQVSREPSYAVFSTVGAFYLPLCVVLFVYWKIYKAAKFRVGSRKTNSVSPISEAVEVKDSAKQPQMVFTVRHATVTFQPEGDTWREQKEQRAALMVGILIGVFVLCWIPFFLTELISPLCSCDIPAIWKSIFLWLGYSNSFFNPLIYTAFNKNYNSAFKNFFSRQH
SR-BI uptake up: activators of SR-BI mediated DiI-HDL uptake, primary screen, ldlA[mSR-BI] CHO cells, DiI fluorescence. 3 h; 100 = double the neutral-control signal. activation, % at 12.5 µM. 0.096% of 320,000 active. AID 504775, 2011;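 active = mean replicate activation of at least 60% and every replicate at or above 60%; inconclusive = mean or all-replicate condition met, but not both; inactive = mean below 60% and not all replicates reaching 60%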;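 also: 0% = median plate neutral-control signal and 100% = twice that signal; values of inactives mirror those of a sister screen read the other way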
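Material: SR-BI-overexpressing, LDLR-lacking CHO cells; schedule: compound exposure 3 h, 37 °C; reagent: DiI-labelled HDL at 10 µg/mL final; technique: bottom-read fluorescence, 550/595 nm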
CDK5 p35 inh: inhibitors of human CDK5/p35 kinase, primary screen, biochemical, single concentration; AID 488839, 2010; Cyclin-dependent kinase 5 (Homo sapiens) + Cyclin-dependent kinase 5 activator 1 (Homo …; inhibition, % at 10 µM; Recombinant CDK5/p35, ADP-Glo luminescence, 60 min; 0.01% of 330,000 active;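 active = highest replicate inhibition of at least 50% and at least 75% of replicates reaching 50%; inconclusive = only one of the two criteria met; inactive = both criteria failed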;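 also: plate controls were DMSO neutral control for no effect and GW8510 at 10 µM for full effect; many of its hits are not listed in these tables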
Target sequence (Q00535 whole entry, looked up): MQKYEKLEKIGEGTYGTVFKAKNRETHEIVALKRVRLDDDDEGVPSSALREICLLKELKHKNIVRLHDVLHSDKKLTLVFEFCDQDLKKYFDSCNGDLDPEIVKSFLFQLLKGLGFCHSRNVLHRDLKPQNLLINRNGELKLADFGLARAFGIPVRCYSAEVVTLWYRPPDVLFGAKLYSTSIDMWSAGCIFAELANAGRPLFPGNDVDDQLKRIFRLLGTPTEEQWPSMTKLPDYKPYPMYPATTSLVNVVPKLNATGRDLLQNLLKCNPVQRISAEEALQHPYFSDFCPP
Target sequence (Q15078 whole entry, looked up): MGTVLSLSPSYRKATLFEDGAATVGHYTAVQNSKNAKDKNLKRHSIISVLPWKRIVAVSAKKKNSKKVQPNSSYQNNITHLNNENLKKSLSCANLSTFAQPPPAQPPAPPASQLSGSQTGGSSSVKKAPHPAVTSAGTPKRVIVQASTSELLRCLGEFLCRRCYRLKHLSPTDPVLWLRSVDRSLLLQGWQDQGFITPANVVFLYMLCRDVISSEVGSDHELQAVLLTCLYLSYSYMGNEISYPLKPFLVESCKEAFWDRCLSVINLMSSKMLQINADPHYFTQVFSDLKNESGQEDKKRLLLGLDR
MITF TRPM1 HTS: activators of MITF-driven TRPM1 promoter reporter, primary screen, cell-based, SK-MEL-5, luciferase, single point; 0.75% of 300,000 active; SK-MEL-5 TRPM1-promoter luciferase, 24 h; % of positive control, neutral wells = 0; activation, % at 12.5 µM; AID 588334, 2011;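 active = mean activation of at least 80% with every replicate also reaching 80%; inconclusive = mean reaches 80% but some replicate falls short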;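 also: 0% = neutral control wells and 100% = parthenolide positive control wells; values of inactives mirror those of a sister screen read the other way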
Starred values were filed as active, the others as inactive; i = inactive; ? = inconclusive; . = no result given. Rows were taken by chance. About 4.4% of those tested had a hit in this group.

SMILES,cardiac RTF act,Rtt109 HAT inh,PvdQ acylase,SR-BI DiI inh,dFosB act,Wnt bcat act,HTR5A ag,SR-BI uptake up,CDK5 p35 inh,MITF TRPM1 HTS
O=C(NCc1ccc2c(c1)OCO2)c1c(F)c(F)c(F)c(F)c1F,2,-8,-2,-15,0,4,3,15,1.1,-6
Cc1ccc(NC(=S)NNC(=S)Nc2ccc(C)cc2)cc1,5,-3,-6,10,-3,12,3,-10,1.0,5
COCCN(C(=O)COC(=O)Cc1coc2cc(C)ccc12)c1c(N)n(Cc2ccccc2)c(=O)[nH]c1=O,-7,17,4,15,-14,-2,-8,-15,-0.7,2
COc1cc(C(CC(=O)N2CCOCC2)c2c(OC)cc(OC)c3ccc(=O)oc23)cc(OC)c1OC (stereo unspecified),-5,-1,3,-11,1,2,0,11,0.1,-5
CCN(CC)C(=O)C[n+]1cccc(C(N)=O)c1,-5,.,-9,-9,1,-6,-2,9,-0.6,-1
COc1ccc(CN(C(=O)c2oc3cc(C)ccc3c2C)C2CCS(=O)(=O)C2)cc1OC (stereo unspecified),2,17,-12,13,-8,-4,-5,-13,-0.5,0
O=C(Nc1cccnc1Cl)c1cc(-c2ccc(F)cc2)on1,-1,-3,-11,.,84*,-3,5,.,0.7,43
O=C(Nc1ccc(NC(=O)c2cccnc2Cl)cc1)c1cccc(Cl)c1,-1,4,-7,.,10,1,1,.,-0.6,55
O=C(c1cccnc1)C1CCCN(Cc2nc(Cc3ccccc3F)no2)C1 (stereo unspecified),0,4,-12,-11,-2,3,0,11,-0.2,-8
COc1ccc(N(C(=O)c2cnccn2)C(C(=O)NC2CCCCC2)c2cc(OC)c(OC)c(OC)c2)cc1 (stereo unspecified),-3,19,7,.,-3,2,-2,.,-1.0,-2
O=[N+]([O-])c1cccc(-c2nc(NCc3ccccc3)c3ccccc3n2)c1,-8,-4,-5,46,-2,.,-1,-46,1.3,-14
CC(C)NC(=O)NC(=O)COC(=O)c1ccc(S(=O)(=O)Nc2ccccc2)cc1,4,2,-7,5,-6,-2,-2,-5,-2.2,1

Printed as active in dFosB act (from the list above):
mol | cardiac RTF act | Rtt109 HAT inh | PvdQ acylase | SR-BI DiI inh | dFosB act | Wnt bcat act | SR-BI uptake up | CDK5 p35 inh | MITF TRPM1 HTS
O=C(Nc1cccnc1Cl)c1cc(-c2ccc(F)cc2)on1 | -1 | -3 | -11 | . | 84* | -3 | . | 0.7 | 43

Returning to the listing; the two compounds before the break are reprinted first.
SMILES,cardiac RTF act,Rtt109 HAT inh,PvdQ acylase,SR-BI DiI inh,dFosB act,Wnt bcat act,HTR5A ag,SR-BI uptake up,CDK5 p35 inh,MITF TRPM1 HTS
O=[N+]([O-])c1cccc(-c2nc(NCc3ccccc3)c3ccccc3n2)c1,-8,-4,-5,46,-2,.,-1,-46,1.3,-14
CC(C)NC(=O)NC(=O)COC(=O)c1ccc(S(=O)(=O)Nc2ccccc2)cc1,4,2,-7,5,-6,-2,-2,-5,-2.2,1
CCOC(=O)c1ccc(N2CCOCC2)c(NS(=O)(=O)c2ccc(F)cc2)c1,-3,2,-9,0,-6,-1,-2,0,0.2,-16
Cc1cccc(OCCCC(=O)Nc2ccc(S(=O)(=O)Nc3onc(C)c3C)cc2)c1C,6,8,-2,.,-10,-1,-2,.,-0.3,19
CCOc1ccccc1CN1CCNC(=O)C1CC(=O)NC1CCCCCC1 (stereo unspecified),-4,4,3,1,-9,0,3,-1,.,-6
CCOC(=O)C1C(=O)NC(c2ccccc2)=NC1c1ccc(OC)cc1 (stereo unspecified),2,9,-13,-15,5,-1,-4,15,-0.5,-1
CC(C(=O)N1CCCC1)N1CCN(S(=O)(=O)c2ccc(C(C)(C)C)cc2)CC1 (stereo unspecified),2,-4,-18,-15,-15,-2,1,15,2.4,1
COC(=O)c1c(C)[nH]c(C(=O)CN2C(=O)C3CC=CCC3C2=O)c1C (stereo unspecified),3,0,12,5,-12,20,3,-5,-0.3,53
CC1=C(C)CC(C(=O)NCCc2ccc(F)cc2)C(C(=O)O)C1 (stereo unspecified),-7,3,-13,3,-1,-2,2,-3,1.5,-8
Cc1c(Cl)cccc1NC(=S)N1CCCN(Cc2ccccc2F)C1,0,1,-13,.,-6,?,-1,.,0.5,-1
OCC1(Cc2cccc(F)c2)CCN(Cc2cccc3nccnc23)CC1,-2,-6,-6,-17,-14,4,3,17,-0.7,11
Cc1cccn2c(=O)c(/C=C(\C#N)C(=O)NCc3ccco3)c(N3CCC(C(N)=O)CC3)nc12,6,-20,10,-14,-6,-4,-3,14,-2.0,2
COc1ccc(C)cc1NC(=O)NCc1ccccc1F,0,-8,-12,-14,2,-2,1,14,0.7,20
Cc1c(NC(=O)C(C)OC(=O)c2cccc(S(=O)(=O)N(C)C)c2)c(=O)n(-c2ccccc2)n1C (stereo unspecified),-3,3,-9,-3,-1,-4,4,3,1.1,1

Look-ups from the list.
`Cc1c(NC(=O)C(C)OC(=O)c2cccc(S(=O)(=O)N(C)C)c2)c(=O)n(-c2ccccc2)n1C` (stereo unspecified) in SR-BI uptake up shows 3
`Cc1cccc(OCCCC(=O)Nc2ccc(S(=O)(=O)Nc3onc(C)c3C)cc2)c1C` in PvdQ acylase shows -2

New compounds follow.
SMILES,cardiac RTF act,Rtt109 HAT inh,PvdQ acylase,SR-BI DiI inh,dFosB act,Wnt bcat act,HTR5A ag,SR-BI uptake up,CDK5 p35 inh,MITF TRPM1 HTS
CC(C)Cc1nnc(NC(=O)CCC(=O)Nc2ccc(Cl)cc2)s1,2,6,-3,-6,1,-3,-4,6,-1.4,11
O=C(NCCOC(=O)c1ccncc1)c1ccccc1,1,16,5,-23,-14,.,4,23,1.3,-3
O=C(Cc1c(Cl)cccc1Cl)Nc1cccc(S(=O)(=O)N2CCOCC2)c1,0,-3,-15,-5,-2,-1,-2,5,0.2,1
Oc1ccccc1/C=N/Nc1cc(N2CCCC2)nc(N2CCCC2)n1,-17,-2,-22,29,2,-1,-2,-29,-1.5,-6
COc1ccc(/C=C/C(=O)NC(=S)Nc2ccc(C(=O)O)cc2)cc1,33*,-2,-5,-18,-8,0,-3,18,0.5,7
Cn1nc(-c2ccc(C(=O)NCC3CCCO3)cc2)c2ccccc2c1=O (stereo unspecified),-2,-15,2,.,-7,.,-2,.,-0.6,15
COc1ccc(CNC(=O)COC(=O)c2ccc(F)c(S(=O)(=O)N3CCCCC3)c2)cc1OC,-4,-4,1,20,-8,0,-1,-20,-1.5,-3
CCC(c1nnnn1Cc1ccco1)N(CCc1ccccc1)Cc1cc2ccc(OC)cc2[nH]c1=O (stereo unspecified),10,0,-7,-9,-13,.,0,9,0.8,-7
C[C@H]1CCC[C@@]2(O[C@H](CCO)C[C@@H](O)[C@@H]2O)O1,-11,4,7,-21,-3,-2,10,21,3.5,-1
C=CCc1cccc(/C=N/NC(=O)COc2ccc(-n3cnnn3)cc2)c1O,-3,-7,-6,23,5,1,4,-23,2.5,2
CCNC(=O)CSc1nnc(-c2ccc(OC)cc2)n1CC(C)C,-4,16,-14,12,-1,-4,1,-12,-0.1,-2
Nc1cccc(C(=O)Nc2ccco2)c1,0,5,6,-2,1,.,4,2,0.0,-5

Additional results.
SMILES,cardiac RTF act,Rtt109 HAT inh,PvdQ acylase,SR-BI DiI inh,dFosB act,Wnt bcat act,HTR5A ag,SR-BI uptake up,CDK5 p35 inh,MITF TRPM1 HTS
COc1ccc(-c2cnc(SCC(=O)Nc3nc(C(C)(C)C)cs3)n2Cc2ccco2)cc1,-1,-10,0,16,-11,.,8,-16,1.9,-4
CCOc1ccc(-c2nnc(N3CCCCC3)c3ccccc23)cc1,-1,-2,-5,32,-9,.,2,-32,-1.5,.
O=C(O)c1ccccc1CSc1nc2ccccc2s1,3,12,-6,.,-6,2,5,.,0.2,14
CCCOc1ccccc1C1C(C(=O)OC)=CN(C(C)C)C=C1C(=O)OC,-2,i,-4,-39,2,-2,1,39,2.6,.
COc1ccc(C(CNC(=O)c2cc(S(=O)(=O)NCc3ccco3)ccc2C)N(C)C)cc1 (stereo unspecified),-2,-5,-9,-12,-8,3,1,12,-2.5,17
O=C(CCc1nc2ccccc2[nH]c1=O)OCC(=O)c1ccc(Cl)cc1,1,-2,-13,-13,1,-2,0,13,1.5,7
CNc1ccc([N+](=O)[O-])cc1-c1nc2ccccc2[nH]c1=O,3,15,7,17,40*,1,3,-17,1.7,-7
CCc1ccc(NC(=O)c2ccc(S(=O)(=O)NCc3cccnc3)cc2)cc1,-3,8,7,40,0,3,2,-40,0.3,23
O=C(CCn1c(SCC(=O)NCc2ccco2)nc2ccccc2c1=O)NCCc1ccccc1,3,0,-6,27,-5,-6,-1,-27,1.4,1
C/C(=N\NC(=O)c1c(C)nc2ccccn12)c1ccccc1F,2,5,-13,3,-7,-3,10,-3,-2.5,4
O=C(NCc1ccccc1F)c1ccc(S(=O)(=O)Nc2cccc(C(F)(F)F)c2)cc1,3,10,1,8,-9,.,6,-8,0.9,-3
O=c1oc2c(CN3CCOCC3)c(O)c(Cl)cc2c2c1CCC2,-3,-313,-41,-19,-5,-2,2,19,0.0,-6
Cc1ccc(CN2CC(C(=O)Nc3ccc(F)c([N+](=O)[O-])c3)CC2=O)cc1 (stereo unspecified),6,5,1,20,-1,-1,7,-20,-1.9,1
Cc1cc(N/C=C\c2nnnn2-c2ccc(F)cc2)no1,21,-1,-17,-9,-12,.,0,9,1.1,10
COc1ccccc1CNC(=O)COC(=O)c1cccc(S(=O)(=O)N2CCCC2)c1,4,4,-12,-64,-2,1,0,.,-1.3,2

Sorted by heavy-atom count (falling): part of the list above
SMILES,cardiac RTF act,Rtt109 HAT inh,PvdQ acylase,SR-BI DiI inh,dFosB act,Wnt bcat act,HTR5A ag,SR-BI uptake up,CDK5 p35 inh,MITF TRPM1 HTS
CC(C)NC(=O)NC(=O)COC(=O)c1ccc(S(=O)(=O)Nc2ccccc2)cc1,4,2,-7,5,-6,-2,-2,-5,-2.2,1
Oc1ccccc1/C=N/Nc1cc(N2CCCC2)nc(N2CCCC2)n1,-17,-2,-22,29,2,-1,-2,-29,-1.5,-6
O=C(O)c1ccccc1CSc1nc2ccccc2s1,3,12,-6,.,-6,2,5,.,0.2,14
